bIAP activator – intestinal alkaline phosphatase (bovine) activation; purified bovine IAP, CDP-star luminescence, 30 min; hits give high values; fold of DMSO-control signal, blank-subtracted; activation factor at 20 µM; 200,000 compounds, 0.17% hits; AID 1016;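 active = activation factor of 2 or more at 20 µM, a signal rise over negative controls twice the positive control's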
bIAP inh – blocks bovine intestinal alkaline phosphatase activity; purified bovine IAP, CDP-star luminescence, 30 min; inhibition, % at 20 µM; 190,000 tested, under 10 active; AID 1019;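 active = over 50% inhibition of intestinal alkaline phosphatase at 20 µM in the single-dose screen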
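Assay system: bovine IAP enzyme; medium: DEA buffer 100 mM, pH 9.8, with MgCl2 1.0 mM, ZnCl2 0.02 mM; doses: 20 µM single dose; incubation: enzyme reaction for 30 min at room temperature; detection: CDP-star luminescence signal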
Diaphorase inh – inhibits diaphorase or chemically oxidizes, flagging diaphorase assay artifacts; 190,000 compounds, 0.69% hits; diaphorase resazurin-to-resorufin fluorescence, NADH, 16 min; bacterial (C. kluyveri) enzyme, not human; inhibition, % at 20 µM;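 active = primary screen inhibition at 20 µM above a set limit, cut at about 50% in these data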;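 note: plate controls were DMSO with full reaction for no effect and wells lacking NADH for full effect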
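System: Diaphorase enzyme from Clostridium kluyveri | Amount: Enzyme working solution with 0.14 U/mL diaphorase | Benchmarks: No-NADH positive control and DMSO neutral control | Signal: Fluorescence of resorufin formed from resazurin, Ex 544/Em 590 nm | Schedule: 16-min room-temperature incubation before reading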
Diaph act CS – activates diaphorase or chemically reduces, flagging diaphorase assay artifacts | activation factor at 20 µM | 190,000 compounds, 0.005% hits | Diaphorase/resazurin coupled assay, resorufin fluorescence, 16 min; hits give high values; 1 = vehicle wells, 0 = NADH-free wells;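 active = diaphorase activity raised at least twofold by the compound at 20 µM; inactive = activation factor below 2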
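Material: bacterial diaphorase enzyme (C. kluyveri); amount: enzyme 0.07 U/mL final; reagent: NADH substrate 0.114 mM plus resazurin dye 0.1 mM, final; doses: single compound dose of 20 µM, 1% DMSO final; timing: 16 min enzyme reaction, ambient temperature; measured by: fluorescence of resorufin, 544 nm excitation, 590 nm emission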
TNAP inh noacc – inhibitors of human TNAP without phosphate acceptor | P05186 | purified TNAP, CDP-star luminescence, 30 min | inhibition, % at 20 µM | 200,000 compounds, 0.26% hits | AID 1012;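 active = tissue-nonspecific alkaline phosphatase inhibition above about 50% at 20 µM in the single-dose screen, limit read from the data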;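 note: 0% = DMSO negative control and 100% = EDTA positive control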
Target sequence (P05186 whole entry, looked up): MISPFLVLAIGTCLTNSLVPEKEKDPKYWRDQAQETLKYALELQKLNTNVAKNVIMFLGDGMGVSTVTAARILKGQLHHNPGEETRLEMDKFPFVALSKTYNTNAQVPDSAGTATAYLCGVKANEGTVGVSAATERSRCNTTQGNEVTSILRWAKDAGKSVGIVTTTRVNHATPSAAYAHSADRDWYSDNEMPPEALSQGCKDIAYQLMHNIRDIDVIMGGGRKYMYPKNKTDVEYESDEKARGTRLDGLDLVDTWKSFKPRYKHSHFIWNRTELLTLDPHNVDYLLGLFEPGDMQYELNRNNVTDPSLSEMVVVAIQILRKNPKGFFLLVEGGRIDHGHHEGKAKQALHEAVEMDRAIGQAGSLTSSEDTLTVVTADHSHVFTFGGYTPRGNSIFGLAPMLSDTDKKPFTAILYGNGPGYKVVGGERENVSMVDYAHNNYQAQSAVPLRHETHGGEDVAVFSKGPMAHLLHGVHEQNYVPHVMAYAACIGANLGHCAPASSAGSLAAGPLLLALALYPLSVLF
PMI activator – activators of human phosphomannose isomerase | purified human PMI, coupled resazurin fluorescence, 20 min; hits give high values; 1 = vehicle control, 0 substrate-free wells | activation factor at 20 µM | 190,000 compounds, 0.005% hits | P34949;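 active = activation factor of 2 or more at 20 µM, relative to plate controls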
Target sequence (P34949 whole entry, looked up): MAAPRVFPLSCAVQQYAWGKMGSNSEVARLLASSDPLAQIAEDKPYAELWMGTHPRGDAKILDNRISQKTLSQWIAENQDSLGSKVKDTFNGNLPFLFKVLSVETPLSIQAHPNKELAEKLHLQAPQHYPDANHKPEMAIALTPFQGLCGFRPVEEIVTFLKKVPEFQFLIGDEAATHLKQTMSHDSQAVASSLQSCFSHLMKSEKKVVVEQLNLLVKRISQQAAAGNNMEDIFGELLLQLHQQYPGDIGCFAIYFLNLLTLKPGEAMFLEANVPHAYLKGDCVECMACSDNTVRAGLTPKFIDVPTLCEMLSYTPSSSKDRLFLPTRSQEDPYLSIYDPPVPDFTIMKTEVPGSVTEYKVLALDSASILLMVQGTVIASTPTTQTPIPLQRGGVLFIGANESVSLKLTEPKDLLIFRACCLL
PMI act hi M6P – PMI (human) activation, high substrate | coupled PMI enzyme assay, resazurin fluorescence, 20 min; hits give high values; 1 = untreated enzyme, 0 = substrate-free blank | activation factor at 20 µM | 190,000 compounds, 0.34% hits | AID 1216;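 active = activation factor of 2 or more at 20 µM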
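Test system: Human PMI in coupled enzyme assay | Input: 15 ng/mL PMI | Medium: HEPES-buffered pH 7.4 with magnesium and detergent | Compound: One concentration, 20 µM, in 1% DMSO | Incubation: Enzyme reaction with compound 20 min at room temperature | Detection: Diaphorase-driven resazurin-to-resorufin fluorescence, excitation 544, emission 590 nm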
TNAP act hiacc – activators of human TNAP at high phosphate acceptor concentration; P05186; purified TNAP, CDP-star luminescence, 1 M DEA, 30 min; hits give high values; 0 = EDTA background, 1 = DMSO-only activity; activation factor at 20 µM; 200,000 tested, under 10 active;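 active = activation factor at least 2 at 20 µM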
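Dosing: 20 µM single point. System: human TNAP. Amount: TNAP 1/800 final. Incubation: 30 min, room temperature. Read-out: TNAP activation factor scaled between EDTA and DMSO control wells. Signal: luminescence from CDP-star hydrolysis. Medium: 1 M DEA, pH 9.8, Mg2+, Zn2+. Control set: EDTA negative control, DMSO positive control.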
TNAP inh hiacc – inhibitors of human TNAP at high phosphate acceptor concentration. 200,000 compounds, 0.03% hits. AID 1135. purified TNAP, CDP-star luminescence, 1 M DEA. inhibition, % at 20 µM. P05186;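 active = over 50% inhibition of tissue-nonspecific alkaline phosphatase at 20 µM in the single-dose screen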;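 note: plate controls were DMSO wells for no effect and EDTA-quenched wells as full inhibition for full effect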
Lmaj promast – reduces viability of Leishmania major promastigotes; AID 1063; resazurin fluorescence viability; 200,000 compounds, 9% hits; inhibition, % at 10 µM; in the data active = inhibition above about 50%;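 note: promastigotes grown with compound for 44 hours at 28 °C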
* marks the source's active call; other numbers are inactive results; / = not tested or not shown.

SMILES | bIAP activator | bIAP inh | Diaphorase inh | Diaph act CS | TNAP inh noacc | PMI activator | PMI act hi M6P | TNAP act hiacc | TNAP inh hiacc | Lmaj promast
O=C(c1ccc(S(=O)(=O)c2ccccc2)cc1)N1CCCCCC1 | 1.1 | -8 | 7 | 0.9 | -11 | 1 | 1 | 1 | -1 | 55*
O=C(Nc1c(F)c(F)c(F)c(F)c1F)C1CCCCC1 | 1 | 0 | -12 | 1.1 | -2 | 1.2 | 1.1 | 1.1 | -12 | -3
COc1cc(OC)c(OC)cc1NC(=O)CC1COc2ccccc2O1 (centres undefined) | 1.1 | -11 | -7 | 1.1 | -12 | 1.1 | 1.1 | 1 | -2 | -7
CCOC(=O)c1cc(-c2ccc(F)cc2)n(CC(=O)NCc2ccccn2)c1C | 1 | 1 | 1 | 1 | -1 | 0.9 | 0.9 | 1 | 4 | 4
CCCCC(=O)NC(c1ccco1)c1cc(Cl)c2cccnc2c1O (centres undefined) | 1.2 | -21 | / | / | -6 | / | / | 1 | 0 | 18
c1ccc2c(c1)C(=NCC1CCCO1)NC2=NCC1CCCO1 (centres undefined) | 1 | 3 | 7 | 0.9 | -3 | 1 | 0.9 | 1 | 0 | 5
Cc1ccc(/C=C(\C#N)C(=O)NCCN2CCOCC2)cc1 | 1 | 0 | -14 | 1.1 | 2 | 1.1 | 1.1 | 1 | -4 | 3
CC/C(=N/Nc1cccc(Cl)c1)c1cnnc(SC)n1 | 1 | 2 | -2 | 1 | 3 | 1.1 | 1.1 | 1 | 4 | 26
O=C1CN(C(=O)c2cnccn2)c2ccccc2N1 | 0.9 | 11 | 16 | 0.8 | -7 | 1 | 0.9 | 1.1 | -8 | -3
Cc1c(F)cccc1NC(=O)CSCC(=O)Nc1ccccc1 | 0.9 | 11 | 3 | 1 | 0 | 1 | 1 | 0.9 | 9 | -10
CC(=O)c1cnn(-c2cc(Oc3cccc(C)c3)ncn2)c1C | 0.9 | 9 | 7 | 0.9 | -7 | 0.8 | 0.9 | 1 | -1 | -6
O=S(=O)(Nc1nc2ccccc2nc1Cl)c1ccc2c(c1)OCCO2 | 1 | 3 | 21 | 0.8 | -9 | 1 | 0.9 | 1 | -3 | 0
O=C(O)c1cc(-c2ccc(/C=N/Nc3ccc(Cl)cc3)o2)ccc1Cl | 0.9 | 12 | 18 | 0.8 | -13 | 1 | 1 | 1 | 0 | -7
CN1C(=O)/C(=C\C=C2/CCCN2C)N(C)C1=S | 0.5 | / | 52* | 0.5 | 28 | 0.5 | 0.7 | 0.6 | 36 | -3
Cc1c(C(=O)Nc2ccc(F)cc2)c2ccccn2c1CCc1ccncc1 | 0.9 | 6 | 6 | 0.9 | -6 | 1.1 | 1 | 1 | 0 | 12
CCOC(=O)N1CCN(CCC(=O)Nc2ccc(Br)c(C)c2)CC1 | 1 | -3 | 22 | 0.8 | -10 | 0.9 | 0.8 | 1.1 | -7 | 85*
CCN=C(NCC)SC1CC(=O)N(c2ccc(OCC)cc2)C1=O (centres undefined) | 0.9 | 11 | 11 | 0.9 | -13 | 1 | 1 | 1.1 | -8 | -8
CCOc1ccc(Br)cc1S(=O)(=O)NC(=O)c1ccccc1 | 1.2 | -16 | -12 | 1.1 | -4 | 1.1 | 1.1 | 1 | -4 | -4
CCOc1ccccc1CNCCNCC(C)O (centres undefined) | 0.9 | 5 | 16 | 0.8 | -2 | 0.9 | 0.9 | 1.1 | -6 | -1
CCN(CC)S(=O)(=O)c1cc(C(=O)OCC(=O)c2ccc3c(c2)NC(=O)CO3)ccc1F | 1 | 3 | 24 | 0.8 | 2 | 0.9 | 0.9 | 1.1 | -7 | -7
O=C(Cc1ccccc1)N1CCN(S(=O)(=O)c2cccc([N+](=O)[O-])c2)CC1 | 0.9 | 15 | 23 | 0.8 | -9 | 0.9 | 0.9 | 1 | -4 | -1
O=C(Nc1cccnc1)c1c(F)c(F)c(F)c(F)c1F | 0.9 | 9 | -14 | 1.1 | -2 | 1.1 | 1.1 | 1.1 | -5 | -1
COc1ccc(CCNC(=O)C2CC(=O)N(C3CCCC3)C2)cc1OC (centres undefined) | 1.1 | -10 | -2 | 1 | -3 | 1 | 0.8 | 1.1 | -8 | -3
O=C(CCn1nc(-c2ccccc2)ccc1=O)N1CCN(c2ccccn2)CC1 | 1 | -2 | -6 | 1.1 | -11 | 1.2 | 1.6 | 1 | -3 | -2
COc1cc(/C=C(/NC(=O)c2ccccc2)C(=O)N2CCN(C)CC2)c([N+](=O)[O-])cc1OC | 1 | -2 | 9 | 0.9 | -3 | 1.1 | 0.9 | 1.1 | -7 | -2
N#CC1=C(N)Oc2n[nH]c(-c3ccncc3)c2C1c1ccsc1 (centres undefined) | 1 | 0 | 18 | 0.8 | 15 | 0.9 | 1 | 1 | 4 | -2
COc1ccccc1NC(=O)Nc1ccnn1C1CCCCC1 | 0.9 | 5 | 7 | 0.9 | -12 | 1.1 | 1 | 1.1 | -5 | 2
CC1=C(C)CS(=O)N(c2ccc(S(N)(=O)=O)cc2)C1 (centres undefined) | 0.9 | 14 | 17 | 0.8 | -8 | 0.9 | 1 | 1 | -3 | -5
CC(NC(=O)c1ccc(OC2CCN(C(=O)c3cccnc3)CC2)cc1)C1CC1 (centres undefined) | 1 | -2 | -1 | 1 | -6 | 1 | 1 | 1 | -2 | -12
CSCC[C@H](NC(=O)OCc1ccccc1)C(=O)O | 1 | 5 | 2 | 1 | -8 | 1.1 | 1.1 | 1 | -1 | 42
COc1cccc(C(=O)COC(=O)c2n[nH]c(=O)c3ccccc23)c1 | 1.2 | -18 | 0 | 1 | -9 | 1 | 0.9 | 1 | -4 | -13
Cc1cc(C(=O)N2CCN(c3ncccn3)CC2)c(C)o1 | 0.8 | 15 | 13 | 0.9 | 7 | 1 | 1 | 1 | -1 | -5
COc1ccccc1N(CC(=O)NCC1CCCO1)C(=O)CCC(=O)Nc1nccs1 (centres undefined) | 0.9 | 8 | 4 | 1 | -10 | 1 | 0.9 | 1 | -1 | -9
COc1cc(NC(=S)N2CCN(c3ccccn3)CC2)cc(OC)c1OC | 1 | 0 | 17 | 0.8 | -6 | 0.8 | 0.8 | 1.1 | -8 | -1
O=C(CN1CCN(S(=O)(=O)c2ccccc2)CC1)Nc1ccc(N2CCOCC2)cc1 | 1 | 0 | 9 | 0.9 | -23 | 0.9 | 1 | 1 | -1 | 35
Cc1ccc(-n2nc(C)c(NC(=O)CCl)c2C)cc1C | 0.7 | 28 | 12 | 0.9 | -5 | 1.2 | 1.1 | 1 | 0 | 56*
CC1CN(C(=O)c2ccc(COc3ccc(C(C)C)cc3)o2)CC(C)O1 (centres undefined) | 1 | -3 | 10 | 0.9 | 2 | 1 | 1 | 1 | 2 | 0
Nc1cc(=O)[nH]c(SCC(=O)N2N=C(c3ccc(Cl)cc3)CC2c2ccco2)n1 (centres undefined) | 1.1 | -8 | 11 | 0.9 | 2 | 0.9 | 1 | 1 | -3 | 18
CS(=O)(=O)c1nc(-c2ccc(Br)cc2)n[nH]1 | 0.9 | 6 | 4 | 1 | -11 | 1.2 | 1 | 1 | -1 | -6
CCOc1ccc(N2C(=O)c3ccc(C(=O)OCc4c(C)noc4C)cc3C2=O)cc1 | 1 | 2 | -10 | 1.1 | -10 | 1.1 | 1.2 | 1.1 | -6 | -9
OCCC1CN(Cc2nc(-c3ccccc3)cs2)CCN1Cc1ccc(F)cc1 (centres undefined) | 1 | 0 | 5 | 0.9 | -3 | 1.4 | 1.4 | 1.1 | -8 | 79*
Cc1ccc(C(=O)CN(C(=O)c2ccc(Cl)c(Cl)c2)N2C(=O)C3CCCCC3C2=O)cc1C (centres undefined) | 0.9 | 6 | 18 | 0.8 | -8 | 0.9 | 0.9 | 1 | -2 | -7
O=S(=O)(Cc1ccccc1)NCc1ccccn1 | 1 | -4 | -3 | 1 | -8 | 1 | 1 | 1 | -4 | -3
Cn1c(CNC(=O)c2ccco2)nnc1SCC(=O)c1ccccc1 | 1.2 | -17 | -13 | 1.1 | -7 | 1.1 | 1.1 | 1 | 2 | -7
Cc1cc(=O)n2nc(-c3ccc(C(F)(F)F)cc3)sc2n1 | 0.9 | 10 | -6 | 1.1 | 0 | 1.1 | 1.1 | 1 | 5 | 0
O=C1CS/C(=N/N=C/c2cccs2)N1 | 1.4 | -42 | 0 | 1 | 2 | 1 | 1 | 1.1 | -5 | -3
COCc1cc(/C=N\NC(=O)Cc2ccc(Cl)cc2)ccc1OC | 1.1 | -13 | -2 | 1 | -8 | 1 | 1 | 1.1 | -6 | -4
CCSc1nnc(NC(=O)NC2CCCCC2)s1 | 1.1 | -11 | -2 | 1 | -6 | 1.1 | 1.1 | 1 | -3 | -4
O=C(Cc1c(C(=O)O)[nH]c2ccccc12)NCCN1CCN(c2ccccc2F)CC1 | 0.9 | 8 | 12 | 0.9 | -8 | 0.9 | 0.9 | 1.1 | -5 | -2
CCc1nnc(NC(=O)CCC(=O)N2CCCC2)s1 | 1 | 1 | -2 | 1 | 3 | 1 | 1.1 | 1.1 | -6 | -4
CC1CCN(S(=O)C23CC4CC(CC(C4)C2)C3)CC1 (centres undefined) | 1 | -2 | / | / | -9 | / | / | 1 | -3 | -4

Part of the list above, with values under each structure.
Values run as follows: bIAP activator	bIAP inh	Diaphorase inh	Diaph act CS	TNAP inh noacc	PMI activator	PMI act hi M6P	TNAP act hiacc	TNAP inh hiacc	Lmaj promast
Cc1cc(=O)n2nc(-c3ccc(C(F)(F)F)cc3)sc2n1
→ 0.9	10	-6	1.1	0	1.1	1.1	1	5	0
Cn1c(CNC(=O)c2ccco2)nnc1SCC(=O)c1ccccc1
→ 1.2	-17	-13	1.1	-7	1.1	1.1	1	2	-7

An excerpt of these results, comma-delimited.
Structure,bIAP activator,bIAP inh,Diaphorase inh,Diaph act CS,TNAP inh noacc,PMI activator,PMI act hi M6P,TNAP act hiacc,TNAP inh hiacc,Lmaj promast
CCSc1nnc(NC(=O)NC2CCCCC2)s1,1.1,-11,-2,1,-6,1.1,1.1,1,-3,-4
O=C(Cc1c(C(=O)O)[nH]c2ccccc12)NCCN1CCN(c2ccccc2F)CC1,0.9,8,12,0.9,-8,0.9,0.9,1.1,-5,-2
